Compound activity deposited in PubChem by National Center for Advancing Translational Sciences (NCATS).
TexasRed fluor = alters Texas Red total fluorescence, flagging assay interference; 0.29% of 280,000 active; TRb/SRC2 Texas Red total fluorescence interference; Potency, µM (series often up to 106 µM), inactives show at the top dose fluorescence change, negative = quenching; active = well fitted curve in either direction with a large enough effect; inconclusive = small, poorly fitted or top-dose-only effect; also: potency is read from the fitted curve at half-maximal effect; % is scaled to controls: 0 for no effect and ±100 for the full control effect
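Human TRb ligand-binding domain at 0.6 uM with 20 nM Texas Red SRC2 peptide in Tris buffer containing 1 uM T3 and 5% DMSO, incubated with compound 5 h at ambient temperature. Total fluorescence (555/632 nm) calculated as parallel + 2 × perpendicular.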
Tau fluor counter = counter-screen for tau fibril formation inhibitors. tau K18 P301L (four-repeat tau fragment) Alexa594 fluorescence, heparin fibrillization. 0.93% of 280,000 active. AID 1463. Potency, µM (series often up to 57.7 µM), for inactives: top-dose activity change, negative = decrease; also: potency is read from the fitted curve at half-maximal effect; % is scaled to controls: 0 for no effect and ±100 for the full control effect; nearly all actives have a fitted effect of over 55% in size
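Human K18 P301L tau (15 uM unlabeled plus 0.24 uM Alexa 594-labeled, final) in 100 mM sodium acetate pH 7 was mixed with compound and 20 uM heparin and incubated 6 hr at 37 C.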
aGal spleen mod = inhibits or activates alpha-galactosidase in human spleen homogenate | human spleen homogenate, 4MU-alpha-Gal fluorescence, 40 min | P06280 | AID 2107 | Potency, µM (highest dose often 80 µM), without a hit: top-dose activity change, negative = inhibition, actives largely listed as inhibitors | 0.008% of 240,000 active;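 also: potency is read from the fitted curve at half-maximal effect; 0% = enzyme with vehicle and -100% = no enzyme basal signal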
Target sequence (P06280 32-429 limits assumed): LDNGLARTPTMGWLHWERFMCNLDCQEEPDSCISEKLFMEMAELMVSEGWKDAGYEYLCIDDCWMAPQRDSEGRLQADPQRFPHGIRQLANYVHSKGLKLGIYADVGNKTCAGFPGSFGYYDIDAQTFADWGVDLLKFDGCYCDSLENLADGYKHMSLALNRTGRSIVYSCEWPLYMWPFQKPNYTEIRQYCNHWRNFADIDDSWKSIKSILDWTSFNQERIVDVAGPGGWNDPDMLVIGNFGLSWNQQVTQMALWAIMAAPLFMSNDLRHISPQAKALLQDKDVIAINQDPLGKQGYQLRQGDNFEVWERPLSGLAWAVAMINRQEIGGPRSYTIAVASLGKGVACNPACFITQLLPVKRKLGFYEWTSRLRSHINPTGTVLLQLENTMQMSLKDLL
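Inhibition or activation of alpha-galactosidase in human spleen homogenate is scored by 4-MU fluorescence after 40 min at 37C, pH 5.0, with 1 mM substrate. AC50s come from concentration-response fitted to the Hill equation.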
TRb SRC2 PPI = disrupts binding of human TR beta to SRC2; 0.065% of 280,000 active; P10828; TRbeta-SRC2 peptide binding, fluorescence polarization; receptor liganded with 1 µM T3; Potency, µM (top dose mostly 106 µM), inactives show at the top dose activity change, negative = inhibition, usual class: inhibitors;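 also: potency is read from the fitted curve at half-maximal effect; plate controls were bound peptide for no effect and peptide without receptor for full effect; nearly all actives have a fitted effect of over 50% in size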
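Quantitative HTS by FP: 0.6 uM TRb LBD, 20 nM labeled SRC2 20-mer, 1 uM T3, 5% DMSO; 5 hr ambient incubation; % activity per concentration and potencies from concentration series.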
Epigenetic reg = regulators of epigenetic silencing causing reporter derepression in mouse cells | 0.2% of 280,000 active | murine LDR cells, GFP reporter derepression, 30 h | Potency, µM (series often up to 53.9 µM), for inactives: at the top dose GFP activation, most hits filed as activators; also: potency is read from the fitted curve at half-maximal effect; % of control where 0% means no effect; nearly all actives have a fitted effect of over 60% in size
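Murine LDR cells carrying a silenced, genomically integrated CMV-driven GFP reporter were exposed to compound for 30 hours at 37 C. After PBS washes, GFP-positive cells (20–120 um objects) were counted by laser-scanning microplate cytometry.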
CBFb RUNX1 block = inhibitors of human CBF-beta and RUNX1 interaction; AID 1477; AlphaScreen CBFb-His/RUNX1-biotin binding, biochemical; 230,000 tested, under 10 active; Potency, µM (top dose mostly 59.8 µM), without a hit: top-dose activity, negative = inhibition, usual class: inhibitors; Q01196+Q13951; also: % of control where 0% means no effect
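Proteins preincubated together for 20 min at RT before compound addition; 15 min later, nickel and streptavidin beads were added and left 90 min prior to AlphaScreen measurement.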
NPSR antagonist = neuropeptide S receptor (human) antagonism, cAMP; 1% of 220,000 active; CHO-NPSR cells, cAMP TR-FRET, antagonist mode; Potency, µM (series often up to 38.3 µM), for the others: at the top dose activity change, negative = inhibition, hits mostly inhibitors; Q6W5P4; AID 1461; also: potency is read from the fitted curve at half-maximal effect; % is scaled to controls: 0 for no effect and ±100 for the full control effect; nearly all actives have a fitted effect of over 50% in size; many of its hits are not listed in these tables
Target sequence (Q6W5P4 whole entry, looked up): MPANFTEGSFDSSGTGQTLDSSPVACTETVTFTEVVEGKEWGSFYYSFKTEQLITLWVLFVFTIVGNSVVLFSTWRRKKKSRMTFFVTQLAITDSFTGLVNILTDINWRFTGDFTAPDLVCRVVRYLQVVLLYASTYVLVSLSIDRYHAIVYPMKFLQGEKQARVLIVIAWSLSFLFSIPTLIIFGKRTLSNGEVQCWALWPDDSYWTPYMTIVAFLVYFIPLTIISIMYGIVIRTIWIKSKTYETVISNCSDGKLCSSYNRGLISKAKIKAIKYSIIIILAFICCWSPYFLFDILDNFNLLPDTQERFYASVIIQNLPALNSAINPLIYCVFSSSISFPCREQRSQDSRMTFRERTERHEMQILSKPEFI
Tau fibril FP = inhibitors of human tau fibril formation | 0.39% of 280,000 active | AID 1468 | P10636 | Potency, µM (titrated, usually from 57.7 µM), for the others: at the highest dose activity, negative = inhibition, usual class: inhibitors | K18 P301L tau heparin fibrillization, Alexa594 FP, 6 h; also: potency is read from the fitted curve at half-maximal effect; % is scaled to controls: 0 for no effect and ±100 for the full control effect; nearly all actives have a fitted effect of over 55% in size
Target sequence (P10636 561-689 P618L limits assumed): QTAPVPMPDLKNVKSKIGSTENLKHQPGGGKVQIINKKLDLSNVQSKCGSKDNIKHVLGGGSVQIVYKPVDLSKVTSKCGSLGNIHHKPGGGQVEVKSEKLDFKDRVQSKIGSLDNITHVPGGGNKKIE
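Compound effects on tau fibrillization are measured by Alexa 594 fluorescence polarization (ex 555, em 632 nm). K18 P301L tau is used at 15 uM with 0.24 uM labeled tracer, and 20 uM heparin induces aggregation over 6 hr at 37 C.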
Numbers without * were called inactive; ? = inconclusive; . = no result given; & = joins results of further samples; [ ] = dose if it differs, or a comment. Unless noted, calls follow the shape of the dose curve; as a rule, active = well fitted curve in the direction sought with a large enough effect; inconclusive = small, poorly fitted or top-dose-only effect, or another doubt; inactive = no such curve, though single readings can be large; an effect the other way counts as inactive or inconclusive. Only part of the results is shown (hit frequency here may not be typical).

structure | TexasRed fluor | Tau fluor counter | aGal spleen mod | TRb SRC2 PPI | Epigenetic reg | CBFb RUNX1 block | NPSR antagonist | Tau fibril FP
COc1ccc(Br)cc1C(=O)Nc1ccc(N2CCN(S(C)(=O)=O)CC2)cc1 | 0% | -27% | 3% | -19% | 9.8% | 5% | 0%[46.1 µM] | 0%
O=C(Nc1ccc(F)cc1F)Nc1ccc(F)cc1F | -2% | -3% | 4% | -1% | 1.3% | 8% | -2% | -5%
O=C(NCc1nc2ccccc2[nH]1)C1=C[C@@H](C2CC2)C[C@@H](OCc2ccc(CO)cc2)O1 | -3% | -4% | 1% | -1% | -0.1% | 4% | -4% | 1%
Cc1ccc(S(=O)(=O)N(C)c2ccc(OCC(=O)O)cc2)cc1 | 1% | -6% | 3% | -3% | -1.1% | -2% | 13%[46.1 µM] | -1%
CCn1c(=O)c(=O)[nH]c2cc(C(=O)N3CCN(c4ccccc4F)CC3)ccc21 | 45µM*[fluorescent] | 0% | 0% | 14% | -0.8% | 1% | -1%[46.1 µM] | 7%
COCc1cc(OC)nc(-c2csc(C)n2)n1 | 0% | -8% | 0% | 5% | 11% | -1% | -22% | -2%
CC(c1ccon1)N(C)Cc1c(C(=O)N(C)Cc2ccccc2)nc2ccccn12 (stereo not given) | -1% | 5% | 6% | -7% | -0.9% | -1% | -27% | 9%
O=C(NCCOc1ccc(Cl)cc1)c1ccc2ccccc2n1 | 4%[53 µM] | -24% | -12% | -2%[53 µM] | -0.9% | ? | 24% | 4%
Cc1ccc(NC(=O)NNC(=O)C2CC(c3cccnc3)=NO2)cc1 (stereo not given) | 2% | -6% | 5% | 10% | 4.0% | -2% | -3%[46.1 µM] | 4%
CNC(=O)NC(=O)COC(=O)CCCSc1nc2ccccc2s1 | 0% | -9% | -4% | -4% | 3.9% | -2% | 7% | -4%
O=C(NCCc1ccccc1)c1ccc(CSc2nc3cccnc3n2Cc2ccccc2F)cc1 | -10% | ? | . | 3% | -1.2% | . | . | 5%
CNc1oc(/C=C/c2cc(OC)c(OC)c(OC)c2)nc1C#N | -8% | -27% | . | 1% | -0.7% | . | . | 9%
Cc1cc(C)c(S(=O)(=O)NCCCN2CCOCC2)cc1Br | -4% | -7% | -6% | -3% | 0.0% | 4% | 0%[46.1 µM] | 2%
O=C(NCc1ccccc1C(F)(F)F)C1CC(c2ccc(C(F)(F)F)cc2)=NO1 (stereo not given) | -1% | -10% | -2% | -2% | ? | 13% | -16% | 8%
CCOc1cc(CNc2ncn[nH]2)ccc1OCC(=O)NC(C)(C)C | -2% | -8% | 5% | 3% | 0.0% | 10% | -14% | ?
COc1cccc(-c2ccc3c(N)c(C(=O)Nc4ccc(C)c(F)c4)sc3n2)c1 | -2% | ? | . | 9% | 2.6% | . | . | -3%
CCOCC(=O)Nc1ccc(F)c(F)c1 | 1% | 2% | -2% | 10% | -0.7% | 4% | -2%[46.1 µM] | 4%
CCCn1nnnc1SCC(=O)NNC(=O)C1CCCCC1 | -4% | -9% | -5% | -9% | -1.3% | -6% | -1%[46.1 µM] | 0%
CC(=O)Nc1ccc(NC(=O)CNC(=O)COc2ccccc2)cc1 | -1% | 6% | -8% | -1% | -1.9%[10.1 µM] | 1% | 4% | 2%
COc1cc(C)c(CNc2cc(C)cc(C)c2)cc1C | 1% | -26% | 5% | 2% | -7.8% | -7% | -10%[46.1 µM] | -4%
CCC(C)(C)n1nnnc1C(c1cc2cc(C)ccc2[nH]c1=O)N1CCCc2ccccc21 (stereo not given) | 1% | -20% | 6% | -3% | -0.8% | -4% | ? | 0%
COC(=O)c1ccccc1S(=O)c1snnc1C (stereo not given) | 1% | -3% | 6% | -1% | 2.3% | -2% | 12% | -6%
Cn1c(=O)n(Cc2ccccc2F)c(=O)c2c1nc1n2CCCN1CCc1ccccc1 | -5% | -9% | -3% | 2% | 0.7% | 0% | -3%[46.1 µM] | 6%
CCNS(=O)(=O)c1ccc(NC(=O)c2ccccc2OCC)cc1 | -6% | 2% | 9% | 1% | 0.0% | 5% | 4%[46.1 µM] | -9%
COc1ccc(NC(=O)C2CCN(C(=O)c3cccs3)CC2)c(OC)c1 | 3% | 1% | 13% | 1% | -0.9% | -2% | -7%[46.1 µM] | -11%
CCOC(=O)N1CCN(C(=O)CN(Cc2ccc(Cl)cc2)S(=O)(=O)c2ccc(C)cc2)CC1 | 4% | -10% | -2% | -2% | -0.2% | 4% | ? | 8%
Cc1ccc(C)c(N2CCN(S(=O)(=O)c3ccc(-c4cnc(C5CC5)o4)cc3)CC2)c1 | 0% | -17% | . | 2% | -2.8% | . | . | 4%
COc1cc2c(cc1OC)CN(C(=O)c1ccc(S(=O)(=O)N(C)c3ccccc3)cc1)CC2 | 2% | -7% | -11% | 6% | -7.0% | 12% | -29% | 6%
COc1cccc(NC(=O)C(Sc2nnc(Nc3ccccc3C)s2)c2ccccc2)c1 (stereo not given) | -2% | ? | 8% | -4% | 1.5% | 7% | -43% | ?
O=C1Nc2c(c(=O)[nH]c(=O)n2-c2ccccc2)C1(NS(=O)(=O)c1ccc(Cl)cc1)C(F)(F)F (stereo not given) | 5% | -3% | . | -6% | 4.8% | . | . | -1%
O=C(CSc1ccc(Cl)cc1)N1CCN(c2ncc(C(F)(F)F)cc2Cl)CC1 | -1% | -17% | 0% | -8% | -0.9% | 21% | -11%[46.1 µM] | 9%
Cc1c(CN2CCC(CO)(CCOc3ccccc3)CC2)[nH]c2ccc(Cl)cc12 | -3% | ? | -2% | 7% | 2.3% | -11% | ? | -17%
COc1ccc(N(CC(=O)NCc2cccnc2)S(=O)(=O)c2c(C)nn(C)c2C)cc1 | -6% | -3% | 5% | 3% | 0.0% | -1% | -4%[46.1 µM] | -5%
Cn1c(=O)c2c(nc(OCc3ccc4c(c3)OCO4)n2Cc2ccccc2Cl)n(C)c1=O | -2% | -3% | -10% | 2% | 0.0% | 5% | -7%[46.1 µM] | -6%
CCOc1ccc(CNC(=O)CN2C(=O)C3CCCCN3c3ccc(C(=O)N4CCCC4)cc32)cc1 (stereo not given) | 4% | -10% | . | 4% | -1.7% | . | . | -1%
CCOC(=O)c1cccc(NC(=O)CCn2c(-c3ccc(F)cc3)cc(C(=O)OCC)c2C)c1 | -8% | ? | . | 4% | -0.2% | . | . | ?
Cc1ccc(N/C(=C\C(=O)c2ccccc2)C(=O)O)cc1 | 0% | 2% | -17% | -2% | -0.2% | -12% | 1% | -4%
O=C(C1CC1)N1CCCN(C(=O)C2CC2)CC1 | 1% | 6% | -3% | 3% | -4.2% | -1% | 7%[46.1 µM] | -1%
O=C1CSC(c2ccc(Cl)cc2)N1c1cccnc1 (stereo not given) | -1% | -9% | 7% | 2% | 0.0% | 5% | -15% | 1%
Cc1cc(O)cc2c1O[C@](C)(CCC[C@H](C)CCC[C@H](C)CCCC(C)C)CC2 | -4%&-6% | . | -1% | 0%&6% | . | 18% | . | .
O=C(NCC1CCNCC1)c1ccncc1 | 1% | -1% | -9% | -8% | -1.2% | 15% | -1%[46.1 µM] | -2%
CCc1ccc2occ(CC(=O)Nc3c(C(=O)Nc4ccc(OC)cc4)oc4ccccc34)c2c1 | -22% | ? | . | 4% | -1.0% | . | . | ?
CCOc1ccc(N(CC(=O)OC)S(=O)(=O)c2ccc(OC)c(OC)c2)cc1 | 0% | -9% | -7% | -2% | 0.0% | 0% | -4%[46.1 µM] | -4%
C=CCNC(=S)Nc1ccc(C)cc1[N+](=O)[O-] | 3% | 3% | -13% | -2% | -1.2% | -14% | 1% | 10%
Cc1ccc(C)c(Nc2nn3c(=O)c4ccc(C(=O)NCCC5=CCCCC5)cc4nc3s2)c1 | -2% | 1% | . | -4% | 1.4% | . | . | 0%

Given with values under each structure: part of the list above.
Screens in order – TexasRed fluor, Tau fluor counter, aGal spleen mod, TRb SRC2 PPI, Epigenetic reg, CBFb RUNX1 block, NPSR antagonist, Tau fibril FP
- COc1ccc(N(CC(=O)NCc2cccnc2)S(=O)(=O)c2c(C)nn(C)c2C)cc1
→ -6%, -3%, 5%, 3%, 0.0%, -1%, -4%[46.1 µM], -5%
- Cn1c(=O)c2c(nc(OCc3ccc4c(c3)OCO4)n2Cc2ccccc2Cl)n(C)c1=O
→ -2%, -3%, -10%, 2%, 0.0%, 5%, -7%[46.1 µM], -6%

(next part)
structure | TexasRed fluor | Tau fluor counter | aGal spleen mod | TRb SRC2 PPI | Epigenetic reg | CBFb RUNX1 block | NPSR antagonist | Tau fibril FP
Cc1cc2cc(C(=O)N3CCc4c([nH]c5ccccc45)C3c3ccccn3)ccc2o1 (stereo not given) | -2% | -21% | 2% | 1% | 4.6% | ? | -55% | 10%
O=C(CCn1c(=O)oc2ccccc21)Nc1nc2ccccc2s1 | -1% | -19% | -1% | -2% | 2.3% | 7% | -8%[46.1 µM] | -9%
Cc1ccc(S(=O)(=O)N(C)C)cc1NC(=O)c1n[nH]c(=O)c2ccccc12 | -3% | -6% | 3% | -3% | 2.2% | 13% | -11% | 2%
CCC1CCCCN1c1nc(-c2ccncc2)nc2ccccc12 (stereo not given) | 0% | -16% | 3% | -2% | -2.9% | 5% | -28%[46.1 µM] | -7%
O=C(CSc1nc(-c2cccs2)cc(C(F)(F)F)n1)NCc1ccccc1 | -1% | -20% | -4% | 3% | -0.7% | -5% | -15%[46.1 µM] | 6%
C=CCOc1ccccc1CNCCCN1CCOCC1 | -6% | -3% | -2% | 0% | -3.2% | -3% | -3%[46.1 µM] | -3%
Cc1csc2nc(COC(=O)CNC(=O)c3ccccc3)cc(=O)n12 | -15% | -1% | . | 3% | 0.0% | . | . | 1%
COc1cccc(OCC(O)CN2CCOCC2)c1 (stereo not given) | 1% | -9% | -1% | -19% | -0.2% | 0% | -5%[46.1 µM] | -6%
CSc1ncc(Cl)c(C(=O)C(C#N)c2nc3c(C)cc(C)cc3c(=O)[nH]2)n1 (stereo not given) | -2% | -14% | -12% | -5% | -1.0% | -5% | -18% | -1%
O=C(CSc1nnc(-c2cccs2)o1)N1CCCCC1 | 4% | -3% | 5% | -19% | 5.9% | 4% | -14%[46.1 µM] | -4%
COc1ccccc1NC(=O)C1=C(C)NC(=O)NC1c1ccc(C)cc1 (stereo not given) | -4% | 1% | -5% | -9% | 2.2% | 18% | -8%[46.1 µM] | 1%
